CSN inh – blocks human CSN-mediated cullin deneddylation | actives 0.38% (n = 360,000) | inhibition, % at 12.5 µM | AID 651999 | Purified CSN, SCF-Nedd8-OG deneddylation, fluorescence polarization;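 active = pattern-corrected inhibition above about 35%, with an unprinted fluorescence ratio check between 0.5 and 1.5, limit read from the data, passing the limit was not always enough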;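 also: 0% = enzyme with substrate and 100% = substrate without enzyme; some results filed as inactive read as strong as hits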
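Assay system: purified human Csn5 enzyme expressed in HEK293T cells; measure: % inhibition; also added: SCFSkp2-Nedd8OG substrate at 10 nM final; technique: fluorescence polarization; times: reaction 90 min, room temperature; medium: Tris buffer pH 7.5, NaCl, DTT, Tween-20, trehalose, ovalbumin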
E coli Lon inh – inhibits E. coli Lon protease; inhibition, % at 7.94 µM; AID 602123; actives 0.42% (n = 360,000); P0A9M0; purified E. coli Lon protease, fluorescence polarization; in the data active = inhibition above about 13%, passing the limit was not always enough;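 also: 0% = enzyme with probe and DMSO and 100% = no enzyme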
Rin1-Abl PPI inh – inhibitors of human Rin1-Abl protein interaction; P00519+Q13671; TR-FRET Rin1/Abl binding, biochemical; inhibition, % at 7.35 µM; actives 0.4% (n = 360,000); in the data active = inhibition above about 5%, passing the limit was not always enough
Neddyl block – inhibitors of human cullin neddylation; P61081+Q13564; TR-FRET cullin neddylation, biochemical; calls only at 25 µM; actives 0.58% (n = 360,000); in the data active = inhibition above about 36%
FAS TE block – blocks the thioesterase domain of human fatty acid synthase; actives 0.67% (n = 360,000); recombinant FAS-TE, OMFH fluorogenic substrate, fluorescence endpoint; inhibition, % at 15 µM; P49327; AID 602261;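 active = compounds whose normalised, plate-corrected inhibition of enzyme fluorescence in the single-dose primary screen is 50% or more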;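 also: 0% = DMSO with enzyme and 100% = substrate without enzyme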
Target sequence (P49327 whole entry, looked up, the tested form may be a part): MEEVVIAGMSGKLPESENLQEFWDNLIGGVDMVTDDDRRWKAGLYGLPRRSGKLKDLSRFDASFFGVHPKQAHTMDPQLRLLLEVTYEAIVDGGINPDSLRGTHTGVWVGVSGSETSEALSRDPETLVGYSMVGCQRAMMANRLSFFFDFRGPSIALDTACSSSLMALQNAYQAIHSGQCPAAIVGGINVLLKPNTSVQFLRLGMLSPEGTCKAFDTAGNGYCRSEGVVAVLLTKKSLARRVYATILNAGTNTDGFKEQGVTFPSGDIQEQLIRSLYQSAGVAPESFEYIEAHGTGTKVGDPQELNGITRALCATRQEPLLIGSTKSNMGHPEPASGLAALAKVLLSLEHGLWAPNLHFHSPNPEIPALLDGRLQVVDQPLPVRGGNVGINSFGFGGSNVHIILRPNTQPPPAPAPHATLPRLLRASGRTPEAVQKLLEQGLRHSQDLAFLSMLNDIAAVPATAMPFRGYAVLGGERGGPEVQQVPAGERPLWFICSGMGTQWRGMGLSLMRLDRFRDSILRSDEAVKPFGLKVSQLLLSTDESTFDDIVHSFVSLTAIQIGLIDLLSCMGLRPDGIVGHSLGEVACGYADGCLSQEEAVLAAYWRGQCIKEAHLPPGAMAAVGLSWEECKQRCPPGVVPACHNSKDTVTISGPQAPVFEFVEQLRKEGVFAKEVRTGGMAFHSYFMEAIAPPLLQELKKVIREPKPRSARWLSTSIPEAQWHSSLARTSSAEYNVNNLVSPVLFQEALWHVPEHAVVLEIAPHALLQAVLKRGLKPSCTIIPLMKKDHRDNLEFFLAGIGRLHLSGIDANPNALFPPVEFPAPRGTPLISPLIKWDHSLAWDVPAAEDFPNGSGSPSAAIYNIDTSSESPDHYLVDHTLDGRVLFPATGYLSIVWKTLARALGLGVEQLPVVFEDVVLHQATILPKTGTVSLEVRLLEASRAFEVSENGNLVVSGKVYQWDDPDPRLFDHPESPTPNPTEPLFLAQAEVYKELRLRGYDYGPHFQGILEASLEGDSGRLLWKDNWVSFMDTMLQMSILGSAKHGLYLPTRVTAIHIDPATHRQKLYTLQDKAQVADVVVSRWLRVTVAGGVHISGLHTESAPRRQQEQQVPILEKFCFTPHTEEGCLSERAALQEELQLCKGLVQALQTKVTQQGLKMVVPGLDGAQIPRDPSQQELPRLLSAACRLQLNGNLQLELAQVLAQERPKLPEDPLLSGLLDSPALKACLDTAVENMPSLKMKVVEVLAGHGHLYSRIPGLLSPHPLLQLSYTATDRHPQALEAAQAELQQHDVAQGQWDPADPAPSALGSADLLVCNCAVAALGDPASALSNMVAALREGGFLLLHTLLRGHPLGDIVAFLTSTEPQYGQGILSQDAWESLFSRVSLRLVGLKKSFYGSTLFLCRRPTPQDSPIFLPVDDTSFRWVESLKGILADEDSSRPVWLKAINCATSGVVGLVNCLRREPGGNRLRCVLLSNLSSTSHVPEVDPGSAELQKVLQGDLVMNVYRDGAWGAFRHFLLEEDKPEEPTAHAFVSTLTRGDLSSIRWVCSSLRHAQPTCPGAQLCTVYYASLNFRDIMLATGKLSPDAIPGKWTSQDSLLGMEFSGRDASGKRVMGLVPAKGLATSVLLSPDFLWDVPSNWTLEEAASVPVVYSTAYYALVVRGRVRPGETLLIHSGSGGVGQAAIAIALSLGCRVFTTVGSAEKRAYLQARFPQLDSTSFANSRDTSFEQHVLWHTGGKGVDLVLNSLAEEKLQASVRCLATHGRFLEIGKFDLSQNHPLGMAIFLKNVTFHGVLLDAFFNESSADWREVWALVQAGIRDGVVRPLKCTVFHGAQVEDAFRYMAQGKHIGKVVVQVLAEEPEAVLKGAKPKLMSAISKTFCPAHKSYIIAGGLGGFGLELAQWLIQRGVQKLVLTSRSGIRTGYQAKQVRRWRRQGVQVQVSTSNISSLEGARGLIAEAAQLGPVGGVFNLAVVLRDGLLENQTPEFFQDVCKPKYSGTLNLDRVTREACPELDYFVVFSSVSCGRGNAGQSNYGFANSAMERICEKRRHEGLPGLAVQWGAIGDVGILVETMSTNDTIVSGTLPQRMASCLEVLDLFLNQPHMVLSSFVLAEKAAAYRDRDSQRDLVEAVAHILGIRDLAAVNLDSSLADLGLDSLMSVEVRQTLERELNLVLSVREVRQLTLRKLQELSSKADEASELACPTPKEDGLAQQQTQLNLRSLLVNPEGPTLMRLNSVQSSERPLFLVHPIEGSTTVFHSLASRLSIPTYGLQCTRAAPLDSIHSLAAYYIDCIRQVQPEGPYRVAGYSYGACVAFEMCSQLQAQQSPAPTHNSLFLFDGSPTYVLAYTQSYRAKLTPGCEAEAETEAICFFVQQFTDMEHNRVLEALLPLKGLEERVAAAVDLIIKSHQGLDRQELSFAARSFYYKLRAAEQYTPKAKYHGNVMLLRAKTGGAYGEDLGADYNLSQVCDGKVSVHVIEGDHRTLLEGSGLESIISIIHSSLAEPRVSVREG
MsrA inh – inhibits bovine methionine sulfoxide reductase A; inhibition, % at 15.5 µM; purified bovine MsrA, absorbance read-out; actives 0.75% (n = 360,000); AID 651718; in the data active = inhibition above about 4.5%;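 also: 0% = vehicle wells with enzyme and 100% = reference inhibitor wells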
TbMetRS inhib – blocks T. brucei methionyl-tRNA synthetase activity. purified T. brucei MetRS, ATP depletion, Kinase-Glo luminescence. inhibition, % at 11.9 µM. actives 0.4% (n = 360,000);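 active = inhibition above a per-plate cutoff of the control wells' mean inhibition plus 3 SD, cut at about 5.5% in these data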;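 also: 0% = DMSO wells median and 100% = median of wells with control inhibitor compound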
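Dosing: 11.9 µM single point; system: parasite MetRS enzyme; technique: luminescence of leftover ATP; times: 15 min enzyme-compound preincubation, 2 h reaction, 10 min detection, 25 °C; replicates: each compound tested once; read-out basis: percent inhibition relative to median high and low control wells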
PABP1 MLLE inh – blocks PAM2 peptide binding to the PABP1 MLLE domain; GST-MLLE / FITC-PAM2 fluorescence polarization; inhibition, % at 20 µM; actives 0.36% (n = 360,000); in the data active = inhibition above about 35%, passing the limit was not always enough;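 also: plate controls were DMSO wells with GST-MLLE for no effect and wells lacking GST-MLLE protein for full effect; some results filed as inactive read as strong as hits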
MsrA act – activators of bovine methionine sulfoxide reductase A; actives 0.3% (n = 360,000); purified bovine MsrA, absorbance read-out; activation, % at 10.6 µM; AID 602163; in the data active = activation above about 7.5%;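 also: 0% = vehicle and 100% = reference activator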
An asterisk follows results filed as active; i = inactive; · = no result given. Random draw from the library; 4% or so of the library scored in one or more.

(1) Cc1nc(-c2ccc(-c3ccon3)s2)no1
(2) O=S(=O)(c1ccc(S(=O)(=O)N(Cc2ccc(F)cc2)C2CCCC2)cc1)N1CCCC1
(3) O=C1c2ccccc2CN1CCSC(=S)N1CCOCC1
(4) CCn1cc(Cl)c(C(=O)NNC(=O)CCn2ccc([N+](=O)[O-])n2)n1
(5) COc1ccc(-c2nnc(SCC(N)=O)n2N)cc1
(6) CCc1ccc(-c2cn(C3CCCCC3)c(=S)[nH]2)cc1
(7) Cc1cccnc1NC(=O)c1cccc(S(=O)(=O)N2CCCC2)c1
(8) O=C(O)CSc1nnc(-c2ccncc2)n1C1CCCCC1

entry no.	1	2	3	4	5	6	7	8
PABP1 MLLE inh	-1	0	7	-8	-30	2	4	-13
TbMetRS inhib	-0.4	-0.2	-0.6	-0.2	0.1	0.7	-0.5	-0.5
Neddyl block	i	i	i	i	i	i	i	i
CSN inh	-1	6	4	3	-1	-4	-1	-1
MsrA act	-4	-4	-8	-4	2	-1	-3	0
Rin1-Abl PPI inh	-5	0	4	-3	1	-3	5	-4
FAS TE block	-8	26	-9	-8	-8	14	-4	-8
E coli Lon inh	4	3	-1	-9	-2	-3	2	-6
MsrA inh	0.2	-0.2	-0.1	1.5	1.2	0.9	-0.6	-1.0

Copied from above: nos. 7–8
(7) Cc1cccnc1NC(=O)c1cccc(S(=O)(=O)N2CCCC2)c1
(8) O=C(O)CSc1nnc(-c2ccncc2)n1C1CCCCC1

entry no.	7	8
PABP1 MLLE inh	4	-13
TbMetRS inhib	-0.5	-0.5
Neddyl block	i	i
CSN inh	-1	-1
MsrA act	-3	0
Rin1-Abl PPI inh	5	-4
FAS TE block	-4	-8
E coli Lon inh	2	-6
MsrA inh	-0.6	-1.0

Carrying on.
(9) O=C(CSc1nc2ccccc2c(=O)n1-c1ccc(F)cc1F)c1c[nH]c2ccccc12
(10) O=C(Nc1nnc(SCc2ccccc2)s1)c1ccco1
(11) COC(=O)C1=C(C(=O)OC)[C@@H]2N(C)c3ccccc3[C@@]23C[C@@H](C(=O)OC)N=C3N1
(12) Cc1cc(NC(=O)c2cc(C3CC3)on2)no1
(13) O=c1[nH]c(N2CCOCC2)cc2ccccc12
(14) O=C1Nc2ccccc2O/C1=C\c1ccccc1Br
(15) Cc1cc(NC(=O)Nc2ccc(Cl)cc2)n(-c2ccccc2)n1
(16) C=CCC[C@H](Cc1ccc(F)cc1)C(=O)OC[C@@H](Cc1c[nH]c2ccccc12)NC(=O)[C@@H](CC=C)CC(=O)N[C@@H](CO)Cc1ccccc1

entry no.	9	10	11	12	13	14	15	16
PABP1 MLLE inh	-12	-5	9	1	10	12	0	-8
TbMetRS inhib	0.2	-0.5	0.0	0.3	0.1	-0.5	1.0	0.1
Neddyl block	i	i	i	i	·	·	i	i
CSN inh	-5	3	2	3	4	-1	-6	2
MsrA act	-2	-4	-2	-2	-2	-1	-4	-1
Rin1-Abl PPI inh	3	-2	2	-1	2	-3	0	3
FAS TE block	11	-8	-10	-5	5	0	7	16
E coli Lon inh	-10	-14	-1	-16	3	1	6	-6
MsrA inh	0.8	1.7	0.3	1.6	0.0	0.1	-0.8	0.9

(17) O=C(NCc1ccncc1)[C@@H]1CCCN1C(=O)[C@H]1CCCN1C(=O)c1cccc(Cl)c1
(18) CC1CC(=O)c2c(cc3c(-c4c(O)cc(O)c5c(O)c6c(cc45)OC(C)CC6=O)c(O)cc(O)c3c2O)O1 (centres undefined)
(19) Cc1ccc2c(c1)COc1c3ccc(C(=O)N[C@@H](CO)C(C)C)cc3nn1-2
(20) CCOC(=O)c1cc(C#N)c(Oc2ccc(F)cc2)nc1-c1ccccc1
(21) CCOc1ccc(-c2ccc(SC)nn2)cc1
(22) CC(CNC(=O)COC(=O)c1ccco1)c1ccccc1 (centres undefined)
(23) Cc1nn2c(N)c(C#N)cnc2c1-c1ccccc1
(24) O=C(O)c1ccc2c3c(cccc13)C(=O)N(c1ccccc1)C2=O

entry no.	17	18	19	20	21	22	23	24
PABP1 MLLE inh	·	-9	-27	11	6	3	3	0
TbMetRS inhib	-0.7	1.6	-0.3	-0.9	-3.0	-0.2	-0.5	-0.8
Neddyl block	i	i	·	i	i	i	i	i
CSN inh	-1	59	0	-1	0	-1	3	15
MsrA act	-3	-3	-8	2	-5	-5	-5	-7
Rin1-Abl PPI inh	·	9	-1	0	2	3	-1	-2
FAS TE block	-8	9	-6	23	2	-3	-4	-5
E coli Lon inh	-2	8	2	4	-2	2	-10	-8
MsrA inh	1.0	·	0.2	1.2	1.9	-0.8	2.1	4.1

(25) Cc1nnc(SCC(=O)NNC(=O)c2ccccc2)n1Cc1ccccc1
(26) COc1cc(C(=O)Nc2ccc(S(=O)(=O)Nc3cc(C)on3)cc2)cc(OC)c1OC
(27) Cc1csc(C(=O)O)c1NC(=O)c1c(Cl)cccc1Cl
(28) OC(CCN1CCOCC1)(c1ccc(Cl)cc1)C1CCCCC1 (centres undefined)
(29) CC(C)c1nc(Cl)c(C#N)c2c1CCCC2
(30) c1ccc(CSc2nnc3ccc(-c4ccncc4)nn23)cc1
(31) CCC(=O)Nc1ccc(NC(=O)c2ccco2)cc1
(32) CC(=O)N1CCN(C(=O)C2CCN(S(=O)(=O)c3ccccc3C(F)(F)F)CC2)CC1

entry no.	25	26	27	28	29	30	31	32
PABP1 MLLE inh	-6	-2	4	-7	5	6	-10	5
TbMetRS inhib	-0.1	-0.1	-0.6	-1.1	-0.8	-1.2	-0.9	-0.1
Neddyl block	i	i	i	i	i	i	i	i
CSN inh	0	-1	-4	0	0	4	-1	-1
MsrA act	0	0	-2	-2	-7	-11	-1	-5
Rin1-Abl PPI inh	-2	1	4	2	1	-3	-3	5
FAS TE block	-5	-2	-2	6	27	-5	-10	-4
E coli Lon inh	4	1	-5	0	-6	-6	1	1
MsrA inh	0.1	-0.6	0.8	0.1	1.4	0.2	-1.2	-0.9

Eleven compounds from above, arranged by count of non-hydrogen atoms, smallest number first:
(1) Cc1nc(-c2ccc(-c3ccon3)s2)no1
(12) Cc1cc(NC(=O)c2cc(C3CC3)on2)no1
(14) O=C1Nc2ccccc2O/C1=C\c1ccccc1Br
(27) Cc1csc(C(=O)O)c1NC(=O)c1c(Cl)cccc1Cl
(22) CC(CNC(=O)COC(=O)c1ccco1)c1ccccc1 (centres undefined)
(8) O=C(O)CSc1nnc(-c2ccncc2)n1C1CCCCC1
(19) Cc1ccc2c(c1)COc1c3ccc(C(=O)N[C@@H](CO)C(C)C)cc3nn1-2
(11) COC(=O)C1=C(C(=O)OC)[C@@H]2N(C)c3ccccc3[C@@]23C[C@@H](C(=O)OC)N=C3N1
(17) O=C(NCc1ccncc1)[C@@H]1CCCN1C(=O)[C@H]1CCCN1C(=O)c1cccc(Cl)c1
(9) O=C(CSc1nc2ccccc2c(=O)n1-c1ccc(F)cc1F)c1c[nH]c2ccccc12

entry no.	1	12	14	27	22	8	19	11	17	9
PABP1 MLLE inh	-1	1	12	4	3	-13	-27	9	·	-12
TbMetRS inhib	-0.4	0.3	-0.5	-0.6	-0.2	-0.5	-0.3	0.0	-0.7	0.2
Neddyl block	i	i	·	i	i	i	·	i	i	i
CSN inh	-1	3	-1	-4	-1	-1	0	2	-1	-5
MsrA act	-4	-2	-1	-2	-5	0	-8	-2	-3	-2
Rin1-Abl PPI inh	-5	-1	-3	4	3	-4	-1	2	·	3
FAS TE block	-8	-5	0	-2	-3	-8	-6	-10	-8	11
E coli Lon inh	4	-16	1	-5	2	-6	2	-1	-2	-10
MsrA inh	0.2	1.6	0.1	0.8	-0.8	-1.0	0.2	0.3	1.0	0.8

(18) CC1CC(=O)c2c(cc3c(-c4c(O)cc(O)c5c(O)c6c(cc45)OC(C)CC6=O)c(O)cc(O)c3c2O)O1 (centres undefined)

entry no.	18
PABP1 MLLE inh	-9
TbMetRS inhib	1.6
Neddyl block	i
CSN inh	59
MsrA act	-3
Rin1-Abl PPI inh	9
FAS TE block	9
E coli Lon inh	8
MsrA inh	·

Other compounds:
(33) CN(CCOc1ccccc1)C(=O)C1CCC(=O)N(CCCN2CCCC2=O)C1 (centres undefined)
(34) CC(=O)Nc1cccc(-c2ccnc3c2CC(C)(C(=O)Nc2cccc(C(F)(F)F)c2)O3)c1 (centres undefined)
(35) CCC(C)[C@H](NC(=O)Nc1ccccc1F)C(=O)O (some centres undefined)
(36) COCCn1c(=O)[nH]c2cc(C(=O)N3CCN(c4ccc(OC)cc4)CC3)ccc2c1=O
(37) O=C(Nc1cccc(Cc2ccccc2)c1)Nc1ccc2nc([C@@H]3O[C@H](CO)[C@@H](O)[C@H](O)[C@H]3O)[nH]c2c1
(38) Cc1cc2nc(-c3ccccc3)c(CC(C)(C)C)n2c(C)c1Br
(39) COC(=O)C1CCN(S(C)(=O)=O)CC1
(40) O=C(O)CSc1nnc(-c2ccc3c(c2)OCO3)o1

entry no.	33	34	35	36	37	38	39	40
PABP1 MLLE inh	-8	-6	7	-11	-12	7	-5	1
TbMetRS inhib	-0.2	0.2	-1.1	-0.4	-0.2	0.0	-0.8	-1.6
Neddyl block	i	i	i	i	i	i	i	i
CSN inh	3	4	-3	6	1	3	-3	0
MsrA act	-1	-2	-4	-8	-3	-3	0	-13
Rin1-Abl PPI inh	3	0	1	0	-2	3	-2	-4
FAS TE block	-7	17	-7	-2	-4	10	-2	-7
E coli Lon inh	13	4	-10	9	7	-5	4	-13
MsrA inh	-0.4	0.0	0.4	0.5	-1.1	1.0	0.1	0.5

(41) CC(C)Nc1ccc(C(CC(N)=O)NC(=O)Cc2ccc(Br)cc2)cc1[N+](=O)[O-] (centres undefined)
(42) Cn1c(C(=O)N2CCCC(C(=O)NCCCSC3CCCCC3)C2)cc2sccc21 (centres undefined)
(43) CCCn1c(=O)c2[nH]c(C3CCCC3)nc2n(CCC)c1=O
(44) O=C(CCN1C(=O)c2ccccc2C1=O)c1ccccc1
(45) COc1c2ccoc2c(OC[C@@H](O)C(C)(C)OC)c2oc(=O)ccc12
(46) O=C(CCCN1C(=O)NC2(CCCC2)C1=O)NCc1ccccc1
(47) COc1nc(NCCO)nc(Nc2ccc([N+](=O)[O-])cc2)n1
(48) Cc1cnn(C(=O)c2cc(-c3ccccn3)nc3ccc(Cl)cc23)c1

entry no.	41	42	43	44	45	46	47	48
PABP1 MLLE inh	-25	-1	3	20	0	-3	1	-4
TbMetRS inhib	0.4	-0.5	-1.0	-0.2	0.1	-0.3	-2.3	-1.2
Neddyl block	i	i	i	i	i	i	i	i
CSN inh	13	0	-5	6	-2	0	-11	-6
MsrA act	-2	-10	-6	-5	4	-5	-15	-10
Rin1-Abl PPI inh	-6	-1	5	4	0	4	-2	-6
FAS TE block	2	19	-1	-5	-5	-6	-6	8
E coli Lon inh	-12	0	-2	11	-16	-11	17	10
MsrA inh	0.0	-1.2	-1.3	0.8	1.4	-0.6	4.4	3.4
